# Screening data: PubChem BioAssay, several laboratories
# HTR2A ag = activates the mouse 5-HT2A serotonin receptor. CHO-K1 mHTR2A beta-arrestin complementation, luminescence; percent of 30 µM serotonin response. activation, % at 7.6 µM. 360,000 tested, 0.66% active;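 active = activation above a run cutoff, the mean activation of all tested compounds plus 3 SD, cut at about 14% in these data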;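 also: 0% = plate median of compound wells and 100% = 30 µM serotonin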
# Target sequence (P35363 whole entry, looked up): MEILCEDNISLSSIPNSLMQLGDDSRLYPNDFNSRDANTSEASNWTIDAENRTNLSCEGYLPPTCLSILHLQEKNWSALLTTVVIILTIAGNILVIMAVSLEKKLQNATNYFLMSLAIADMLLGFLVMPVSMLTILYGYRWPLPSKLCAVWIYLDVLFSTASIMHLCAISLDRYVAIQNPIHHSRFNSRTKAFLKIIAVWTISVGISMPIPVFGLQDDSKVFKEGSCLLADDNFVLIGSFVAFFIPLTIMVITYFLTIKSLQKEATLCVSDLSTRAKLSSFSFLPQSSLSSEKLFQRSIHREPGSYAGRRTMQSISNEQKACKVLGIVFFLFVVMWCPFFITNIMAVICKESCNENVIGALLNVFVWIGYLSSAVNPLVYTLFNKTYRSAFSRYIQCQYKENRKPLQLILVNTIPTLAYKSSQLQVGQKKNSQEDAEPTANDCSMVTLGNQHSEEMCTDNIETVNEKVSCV
# Granule exo inh = blocks lytic granule exocytosis; 360,000 tested, 0.66% active; TALL-104 LAMP-1 surface exposure, flow cytometry; cells stimulated with thapsigargin and PMA; inhibition, % at 10 µM;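 active = inhibition above about 55%, limit read from the data; inconclusive = no clear call, values can overlap the other calls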
# aDG glyco up = alpha-DG glycosylation activation; 360,000 tested, 0.22% active; Pro5-aDG cells, alpha-DG glycosylation AlphaScreen (IIH6); 0% Pro5, 100% B10-LARGE cell signal; activation, % at 10 µM;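 active = activation of at least 8% versus controls, or a plate z-score of at least 8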;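 also: Pro5 are CHO cells carrying HIG-tagged alpha-DG that lacks glycosylation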
# Glyco luc inh = N-linked glycosylation inhibition | reporter increase, % at 12.5 µM | 360,000 tested, 0.23% active | D54 ERlucT glycosylation luciferase reporter, 24 h; percent of 100 nM tunicamycin response;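 active = mean luciferase reporter signal, scaled so untreated is 0 and the glycosylation-blocking control 100, at or above a set limit in every replicate; inconclusive = mean reaches the limit but not every replicate does; inactive = mean below the limit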;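 also: luciferase carries N-glycosylation sites so blocking glycosylation raises the light; 0% = median of neutral control wells and 100% = median of 100 nM tunicamycin wells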
# PDI inh = inhibitors of human protein disulfide isomerase; PDI insulin aggregation turbidity, A650, 90 min; inhibition, % at 10 µM; 350,000 tested, 0.052% active; AID 588391;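 active = mean inhibition across replicates of 30% or more, whatever share of single replicates reach that level; inconclusive = mean inhibition below 30% while every single replicate reaches 30%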;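 also: absorbance from insulin aggregation driven by PDI reduction with DTT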
# Target sequence (P07237 whole entry, looked up): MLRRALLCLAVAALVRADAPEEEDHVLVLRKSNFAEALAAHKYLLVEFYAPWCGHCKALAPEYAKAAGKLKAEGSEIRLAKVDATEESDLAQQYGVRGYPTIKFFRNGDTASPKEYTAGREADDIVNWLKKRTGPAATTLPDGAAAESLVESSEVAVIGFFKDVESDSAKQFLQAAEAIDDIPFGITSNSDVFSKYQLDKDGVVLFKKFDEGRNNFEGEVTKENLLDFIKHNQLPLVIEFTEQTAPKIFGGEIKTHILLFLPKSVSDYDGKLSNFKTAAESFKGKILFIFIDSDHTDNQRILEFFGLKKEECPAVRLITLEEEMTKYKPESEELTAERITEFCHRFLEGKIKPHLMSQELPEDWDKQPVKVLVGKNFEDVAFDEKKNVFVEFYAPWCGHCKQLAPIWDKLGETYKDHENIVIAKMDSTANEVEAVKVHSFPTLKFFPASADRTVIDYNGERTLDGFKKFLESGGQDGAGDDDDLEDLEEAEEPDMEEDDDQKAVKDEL
# ABCB6 inh MLPCN = blocks the human ABCB6 transporter | AID 602162 | Q9NP58 | 360,000 tested, 0.19% active | K562-ABCB6 porphyrin accumulation, flow cytometry, 1 h; stronger effect = lower value | fluorescence ratio to DMSO, % at 10 µM;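 active = fluorescence ratio to DMSO below 75%, the collection mean minus 3 SD; inconclusive = too few cells collected in the well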;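 also: signal is porphyrin accumulated inside mitochondria; 100% equals median channel fluorescence of DMSO control wells; lower ratio means ABCB6 inhibition with less porphyrin fluorescence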
# CaV13 ICDI inh = Primary screen for inhibitors of IQ motif and Ca2+-dependent inactivation inhibitor domain binding in CACNA1D, Förster resonance energy transfer in living cells, …. HEK cells, CFP/YFP FRET ICDI-IQ, plate reader, 10 min; percent FRET-ratio fall versus neutral wells. inhibition, % at 12.3 µM. 340,000 tested, 0.098% active. AID 743397;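 active = mean replicate inhibition of at least 30% and at least 1% of replicates passing that level; inconclusive = only one of the two criteria is met; inactive = neither criterion is met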;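 also: 0% = median of the neutral control wells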
# Vif imaging = blocks HIV Vif function | inhibition, % at 7.49 µM | HEK293T cells, Vif self-association by quenched fluorescence, imaging, 24 h | 340,000 tested, 0.35% active; in the data active = inhibition above about 50%, passing the limit was not always enough; inconclusive = no clear call, values can overlap the other calls; inactive = below about 31%; also: some results filed as inactive read as strong as hits
# Cardio protect = modulators protecting cardiomyocytes from myocardial damage. H9c2 cardiomyocytes, H2O2 injury protection, ATPLite, 2 h. protection from H2O2 cell death, % at 20 µM. 360,000 tested, 0.63% active;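 active = compounds giving at least 50% protection of heart cells from peroxide-induced death in the single-dose screen, raw or plate-pattern-corrected value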;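 also: 0% = DMSO wells with peroxide and 100% = DMSO wells without peroxide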
# iPSC survival up = hiPSC single-cell survival enhancement; survival enhancement, % at 20 µM; AID 602274; 360,000 tested, 0.044% active; ATPlite luminescence; 100% = ROCK inhibitor wells, 0% = DMSO; in the data active = survival enhancement above about 18%;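 also: cells exposed to compounds for 16 hours before the ATP read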
# Active calls of the source: *; ? = inconclusive; · = not tested or not shown.
SMILES,HTR2A ag,Granule exo inh,aDG glyco up,Glyco luc inh,PDI inh,ABCB6 inh MLPCN,CaV13 ICDI inh,Vif imaging,Cardio protect,iPSC survival up
CCOC(=O)C1=CCN(S(=O)(=O)c2ccccc2F)C1c1cccc(Br)c1 (centres undefined),-3,-1,0.0,-2,·,100,-5,·,-2,-0.2
O=C(CSc1ccc(-c2ccccn2)nn1)c1ccc([N+](=O)[O-])cc1,4,-2,0.1,2,3,95,-5,1,7,0.0
Cc1ccc(NC(=O)NC(=O)COc2c(F)c(F)cc(F)c2F)c(C)c1,-5,1,-0.1,1,0,99,-5,16,3,-1.6
CC(C)CN(C(=O)COC(=O)C1CC1)c1c(N)n(Cc2ccccc2)c(=O)[nH]c1=O,4,23,-0.2,2,3,102,-5,20,2,-0.4
CCN(CC(=O)NCc1ccc(F)cc1)C(=O)C(C)Oc1cccc(Cl)c1 (centres undefined),9,-2,0.5,-1,-1,100,-6,-3,2,1.2
S=c1[nH]c(-c2ccccc2)cn1/N=C/c1cccs1,2,0,0.1,0,-1,107,-17,5,-3,-0.7
Cc1cc2oc(=O)cc(CN3CCN(C/C=C/c4ccccc4)CC3)c2cc1O,-12,1,0.5,-2,1,86,-4,-15,10,-2.2
N#CCCN(C(=O)COc1ccc(Br)cc1F)c1ccc(F)cc1,-3,-4,-0.1,1,11,100,-2,-13,2,-1.6
O=CNNC(=O)c1cccc([N+](=O)[O-])c1,4,4,0.1,2,0,102,-7,-3,3,-0.5
CCCCc1cc(=O)oc2c(C)c(OCC(=O)N3C[C@H]4C[C@@H](C3)c3cccc(=O)n3C4)ccc12,1,-4,-0.2,0,·,98,·,6,1,4.6
CC(=O)N1CCC(C(=O)NC2CC(C)(C)Cc3c2cnn3-c2ccc(F)cc2)CC1 (centres undefined),3,-4,-0.2,·,-7,101,-2,·,-4,0.1
N=c1sccn1CC(=O)Nc1cccc(S(N)(=O)=O)c1,1,5,-0.1,0,-7,100,-1,·,4,-0.7
CCOC(=O)Cc1csc(NC(=S)NC(=O)c2ccccc2C)n1,0,5,-0.1,2,-3,101,-6,0,-9,-2.1
Cc1cc(OCc2ccc(C(=O)NN=C3CCCC3)cc2)ccc1Cl,1,6,0.3,-1,-1,97,3,2,34,-0.8
O=C(Nc1sc2c(c1C(=O)O)CCC2)c1cccc(Cl)c1,4,18,0.0,1,-15,92,-3,-5,-3,-0.3
O=C(OCc1c(Cl)cccc1Cl)c1cccnc1Cl,3,2,-0.2,-3,-2,100,-6,-4,-15,-1.8
CCOC(=O)N1CCN(S(=O)(=O)c2c(C)[nH]c(=O)[nH]c2=O)CC1,-3,0,-0.2,0,-1,100,-4,-7,12,-2.7
Cc1ccc(C(=O)C(C)Oc2cccc(NC(=O)c3ccco3)c2)cc1 (centres undefined),-1,14,0.7,-1,-2,97,-7,-2,-15,0.0
Cn1cccc1Cc1nnc(SCC(=O)N2CCCC2)n1CCc1ccccc1,2,-4,-0.2,5,·,96,-10,-1,9,0.9
COc1ccc(NC(C)=O)c(C)c1,4,-1,0.3,2,-4,96,-20,4,8,-0.3
Cc1ccccc1C(=O)Nc1cccc(C(=O)Nc2ccccc2C(=O)O)c1,1,-3,-0.1,1,4,100,-20,?,9,-0.9
CC1CCCCC1NC(=O)c1cn(C)c2ccc(S(=O)(=O)N3CCCC3)cc2c1=O (centres undefined),1,-1,0.0,3,-1,99,-5,-4,6,-3.4
Cc1cc(C)cc(NC(=O)c2cccc3c2C(=O)N(C2CCCCC2)C3)c1,6,1,-0.1,-10,-3,100,·,22,-10,-0.3
COCCNc1oc(-c2ccccc2Cl)nc1C#N,-1,5,0.2,-1,-9,96,-5,-3,-3,-0.2
CCC(C)(C)NC(=O)CN(C(=O)CNS(=O)(=O)c1ccccc1)c1ccc2c(c1)OCCO2,-10,-10,0.0,-1,5,98,-3,5,-4,-0.3
COCCN1Cc2cccc(C(=O)Nc3ccc(C)cc3)c2C1=O,-1,-3,-0.1,-2,-3,94,-7,-6,-2,2.5
CCCNC(=O)N1CCCC(C(=O)c2cccc(Cl)c2)C1 (centres undefined),1,-1,-0.2,0,3,98,-36,2,2,0.0
CCN(CC)CC(=O)Nc1ccc(/C(C)=N/NC2=NCCN2)cc1,0,2,0.7,-2,5,107,-4,2,2,-3.2
CC1CC1C(=O)N1CCN(S(=O)(=O)c2cc(C(F)(F)F)cc(C(F)(F)F)c2)CC1 (centres undefined),-1,-9,-0.1,2,-9,96,-5,-11,0,0.2
CCC(=O)Nc1nc(C)nc(C)c1C(C)=O,8,1,-0.2,1,9,76,·,1,8,-6.5

# Two of the compounds above, tab-delimited.
structure	HTR2A ag	Granule exo inh	aDG glyco up	Glyco luc inh	PDI inh	ABCB6 inh MLPCN	CaV13 ICDI inh	Vif imaging	Cardio protect	iPSC survival up
Cn1cccc1Cc1nnc(SCC(=O)N2CCCC2)n1CCc1ccccc1	2	-4	-0.2	5	·	96	-10	-1	9	0.9
CCOC(=O)N1CCN(S(=O)(=O)c2c(C)[nH]c(=O)[nH]c2=O)CC1	-3	0	-0.2	0	-1	100	-4	-7	12	-2.7

# (next part)
SMILES,HTR2A ag,Granule exo inh,aDG glyco up,Glyco luc inh,PDI inh,ABCB6 inh MLPCN,CaV13 ICDI inh,Vif imaging,Cardio protect,iPSC survival up
Cc1cccc(COCC(Cc2ccccc2)N2CCN(C(=O)c3ccc(C(F)(F)F)cc3)CCC2=O)c1 (centres undefined),1,-3,1.4,-2,3,86,·,1,2,0.5
CN1CCN(C2Cc3ccccc3Sc3ccc(Cl)cc32)CC1 (centres undefined),-11,14,-0.1,-1,4,101,-5,-1,0,0.1
O=C(CNc1ccc2ccccc2c1)N/N=C/c1cc2ccccc2nc1Cl,4,9,0.4,8,5,101,-4,-9,5,-1.0
COc1ccc(Nc2nc(N/N=C/c3ccc(N(C)C)cc3)nc(C)c2[N+](=O)[O-])cc1,1,2,-0.3,-3,-7,94,-9,3,1,-2.2
O=C(CSc1n[nH]c(=O)[nH]c1=O)c1ccccc1,5,-3,0.1,5,5,110,·,8,3,3.1
Cc1c(Cl)cccc1NC(=S)NCc1ccc(F)cc1,2,-1,-0.1,-3,0,99,-4,0,-2,-0.5
CC1(C(=O)O)CCCN1C(=O)c1ccco1 (centres undefined),3,10,0.1,2,6,93,-6,8,-1,5.2
c1ccc(Cn2c(-c3ccccc3)nc3nc4ccccc4nc32)cc1,2,-2,1.6,-3,2,90,-6,-12,0,3.7
CC(Sc1ccc2c(c1)OCCO2)C(=O)Nc1ncc(Cl)cc1Cl (centres undefined),6,-2,0.3,-3,-2,104,-4,2,-24,5.4
Cn1c2ccccc2c(=O)c2c(=O)n(Cc3ccccc3)c(-c3ccc(F)cc3)nc21,0,-7,-0.2,1,-2,107,6,-4,-4,2.4
Cn1c(=O)c2c(ncn2CC(=O)N/N=C/C(Br)=C/c2ccccc2)n(C)c1=O,-3,-5,0.1,-1,-21,121,-5,-5,-1,-1.8
CNC(=S)N1N=C(c2ccc(C)cc2)CC1c1ccc(N(C)C)cc1 (centres undefined),4,2,-0.4,2,-9,98,-5,12,-4,0.4
COc1ccccc1CCNC(=O)CSc1nnc2ccc(-c3cccnc3)nn12,4,2,-0.2,0,-4,102,-3,6,17,-0.2
CCOC(=O)c1ccc(NC(=O)CN(Cc2ccc(Cl)cc2)S(C)(=O)=O)cc1,-1,-2,-0.2,0,-8,109,-7,-4,-7,-0.3
Cc1ccc(CNC(=O)C(NS(=O)(=O)c2cccs2)C(C)C)cc1 (centres undefined),·,-2,-0.2,2,·,99,-10,1,7,0.3
COc1cccc(NC(=O)c2cc(-c3ccncc3)nc3c(C)cc(C)cc23)c1,-1,-2,0.2,6,-3,94,-2,4,-5,-0.9
CC(=O)Nc1cccc(-c2nc3ccccc3[nH]2)c1,-2,-4,0.4,4,10,98,-3,-5,-2,-0.8
COc1ccc(S(=O)(=O)Nc2ccccc2C(=O)NCc2ccco2)cc1,-4,2,-0.2,2,2,96,-4,-5,-13,-0.6
Cc1ccc(CN2CC(C(=O)O)CC2=O)cc1 (centres undefined),6,-2,-0.1,1,6,95,-4,6,0,5.7
COc1ccc(/C(O)=C2/C(=O)C(=O)N(CCCN3CCOCC3)C2c2ccc(N(C)C)cc2)cc1 (centres undefined),2,4,-0.1,0,-8,99,-2,-10,5,-0.2
CC(=O)Nc1ccc(OC(F)(F)C(F)F)c(NC(C)=O)c1,4,-1,-0.1,5,2,98,-8,1,0,0.3
Cc1cc2cc(CN3C(=O)c4ccccc4C3=O)ccc2[nH]1,0,1,0.6,-2,-1,99,2,4,3,-0.4
O=C(N/N=C/c1c(O)ccc2ccccc12)c1cccnc1,3,14,1.2,-8,-2,105,-6,8,30,-0.5
CC(/C=C/c1cccs1)=C\C(=O)O,0,-1,0.0,2,2,97,-5,0,10,0.9
COc1cc(/C=N/NC(=O)CCc2n[nH]c(=O)[nH]c2=O)cc(OC)c1OC,-1,0,-0.2,-5,5,99,-5,-2,0,-0.5
O=Cc1ccc2ccc3cccnc3c2n1,-5,17,0.3,3,-9,115,-19,-4,44,-0.7
Cc1ccc(NS(=O)(=O)c2ccc3c(c2)C(=O)c2ccccc2C3=O)c(C)c1,-1,0,1.5,5,8,98,-5,3,-16,-1.6
COc1ccc(NC(=O)c2nn(C)cc2[N+](=O)[O-])cc1,-2,6,-0.1,0,4,101,-4,-1,4,0.3
COc1ccc(Cl)cc1NC(=O)c1cc(-c2ccccc2O)n[nH]1,1,22,1.3,6,2,99,-8,-12,-11,-1.1
CCCC1(CCC)C(=O)NC(=NCCc2ccc(OC)c(OC)c2)NC1=O,1,24,0.0,0,-12,104,7,8,1,0.4
O=C1c2ccccc2NC(c2cnc3ccccc3n2)N1O (centres undefined),-4,-1,-0.3,-7,9,109,-5,-4,-2,-3.2
COc1nc(C)nc(NC(=O)NS(=O)(=O)c2ccc(C)cc2)n1,0,0,-0.1,2,-7,88,-6,13,-5,1.4
O=C(Nc1ccc(Cl)cc1)c1ccc2sc([C@@H]3O[C@H](CO)[C@H](O)[C@H](O)[C@H]3O)nc2c1,0,0,-0.2,1,-1,103,-3,2,1,4.6
COc1ccccc1NC(=O)CSCc1ccc([N+](=O)[O-])cc1,3,-2,-0.4,0,-1,100,-4,-1,0,-0.2
COc1ccccc1OCCSc1nc2ccccc2c(=O)[nH]1,-1,-1,-0.1,4,10,102,-4,-6,66*,-1.2
Cc1cc(C(=O)NNC(=O)c2ccc(S(=O)(=O)N(C)C)cc2)c(C)o1,4,1,0.1,2,0,100,·,3,6,-0.5
O=S(=O)(c1ccccc1)c1nc(-c2ccc(F)cc2)oc1N1CCOCC1,-7,-11,-0.2,0,1,89,-3,25,-4,-0.5
CC(C)CCNC(=O)c1ccc2c(c1)ncn2C1CCCCC1,-5,0,0.0,4,-3,104,-4,8,6,0.1
COc1ccccc1C(O)c1nccn1C (centres undefined),-3,-1,-0.1,0,5,100,-20,-25,4,-0.4
Cc1nc(-c2ccc(Cl)cc2)sc1C1(C)CC(c2ccc(Br)cc2)=NO1 (centres undefined),4,56*,0.1,2,-1,100,-6,-4,-2,-1.4
